PRMT1 FP inh: inhibitors of human PRMT1; Q99873; recombinant PRMT1, activity-based probe fluorescence polarization; inhibition, % at 2.79 µM; actives 1.3% (n = 370,000); AID 652257;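 active = inhibition above about 21% made by adding two undisclosed values, limit read from the data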
rCAG binder: r(CAG) repeat RNA binding | actives 1.3% (n = 370,000) | TO-PRO-1 dye displacement fluorescence | inhibition, % at 3 µM;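 active = inhibition above the plate cutoff, the mean of all test compounds on that plate plus 3 SD, cut at about 35% in these data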;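 also: 0% = DMSO alone and 100% = 100 µM mitoxantrone as full dye displacement; higher means more dye released from RNA so lower well fluorescence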
LEDGF integ inh: blocks HIV-1 LEDGF/p75-dependent DNA integration; actives 0.64% (n = 370,000); TR-FRET IN-LEDGF/p75 DNA integration, Eu/Cy5; inhibition, % at 3.7 µM; AID 743269;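 active = inhibition above the screen-wide mean plus 3 SD, cut at about 13% in these data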;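 also: signal is the Cy5 over europium emission ratio at 671 and 618 nm; 0% = plate median of compound wells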
UHRF1 binding: UHRF1 methyl-DNA binding inhibition. actives 0.75% (n = 370,000). inhibition, % at 4.4 µM. Q96T88. UHRF1 binding to methylated oligo, TR-FRET; in the data active = inhibition above about 21%;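 also: UHRF1 SRA domain binding a hemimethylated CpG hairpin DNA probe; 0% = median of test compound wells and 100% = reference inhibitor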
ABHD4 inh: inhibitors of mouse ABHD4 | Q8VD66 | purified mABHD4, FP-Rh probe fluorescence polarization | inhibition, % at 8.92 µM | actives 0.54% (n = 370,000) | AID 720543;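 active = inhibition exceeding the mean over every tested compound plus 3 SD, cut at about 30% in these data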;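 also: 0% = plate median of compound wells and 100% = S159A mutant with DMSO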
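system = mouse ABHD4 enzyme, wild type | medium = HEPES pH 7.0, NaCl, Pluronic buffer | also added = FP-Rh probe | incubation = Enzyme–compound pre-incubation 45 min, then probe 60 min, both 25 °C | technique = fluorescence polarization, excitation 525 nm, emission 598 nm, BODIPY TMR filters | controls = S159A mutant high control, sample median low control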
MBD2 DNA inh: MBD2-methylated oligo binding inhibition | Q9UBB5 | actives 0.31% (n = 370,000) | inhibition, % at 4.4 µM | TR-FRET, MBD2 binding to methylated oligonucleotide; in the data active = inhibition above about 13%
Target sequence (Q9UBB5 whole entry, looked up): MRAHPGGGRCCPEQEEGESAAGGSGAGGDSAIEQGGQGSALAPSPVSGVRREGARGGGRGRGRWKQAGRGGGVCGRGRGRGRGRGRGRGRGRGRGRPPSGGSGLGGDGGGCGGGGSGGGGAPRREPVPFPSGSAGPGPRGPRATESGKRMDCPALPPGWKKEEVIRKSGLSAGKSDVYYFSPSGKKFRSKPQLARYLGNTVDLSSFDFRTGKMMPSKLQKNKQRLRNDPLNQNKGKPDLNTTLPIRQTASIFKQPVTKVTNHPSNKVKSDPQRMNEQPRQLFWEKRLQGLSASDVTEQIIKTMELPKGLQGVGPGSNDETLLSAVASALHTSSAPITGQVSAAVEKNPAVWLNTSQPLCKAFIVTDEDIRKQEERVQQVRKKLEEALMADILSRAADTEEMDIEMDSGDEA
HTRA1 inhibitor: HTRA1 (human) protease inhibition; Q92743; recombinant HTRA1, FP-rhodamine activity-based probe, fluorescence polarization; inhibition, % at 5.96 µM; actives 0.5% (n = 340,000); AID 504803; in the data active = inhibition above about 36%;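 also: 0% = enzyme with DMSO and 100% = wells lacking enzyme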
Target sequence (Q92743 whole entry, looked up): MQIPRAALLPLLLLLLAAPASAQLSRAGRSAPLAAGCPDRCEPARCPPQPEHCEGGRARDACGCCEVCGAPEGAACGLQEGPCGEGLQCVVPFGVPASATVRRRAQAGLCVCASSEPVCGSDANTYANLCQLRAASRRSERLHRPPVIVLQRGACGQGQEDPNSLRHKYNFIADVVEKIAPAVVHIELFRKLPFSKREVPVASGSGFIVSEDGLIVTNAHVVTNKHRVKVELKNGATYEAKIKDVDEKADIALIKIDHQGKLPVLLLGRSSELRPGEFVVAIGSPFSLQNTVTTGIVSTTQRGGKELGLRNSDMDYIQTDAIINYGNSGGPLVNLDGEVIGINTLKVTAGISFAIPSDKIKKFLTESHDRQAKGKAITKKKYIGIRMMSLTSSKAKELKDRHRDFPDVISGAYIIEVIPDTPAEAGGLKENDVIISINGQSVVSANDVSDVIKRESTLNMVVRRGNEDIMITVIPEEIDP
PG9 Ab binder: PG9 antibody binding by small molecule | TR-FRET gp120-PG9 antibody binding | inhibition, % at 6.7 µM | actives 0.43% (n = 360,000) | AID 624416; in the data active = inhibition above about 8.5%
TCR CD3 inh: blocks the human TCR-CD3 interaction. TAMRA-labeled TCR probe fluorescence, biochemical. inhibition, % at 9.4 µM. actives 0.37% (n = 360,000). AID 651800; in the data active = inhibition above about 19%;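 also: recombinant mutant TCR 2C K166C tagged with TAMRA read by polarization; 0% = receptor in buffer alone and 100% = receptor with positive control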
NR1D1 modulator: Rev-erb alpha (human) modulation. AID 1259318. activity, % at 10 µM. actives 0.79% (n = 370,000). Rev-erbα–FITC-DNA binding, fluorescence polarization, 90 min. P20393;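 active = activity above about 14%, limit read from the data; passing the limit was not always enough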;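 also: 0% = DMSO wells with 35 nM protein and 100% = DMSO wells with 750 nM protein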
The depositor's hits bear a star; nt = not tested or not shown. The list is partial. The share of hits here may be higher or lower than overall.

SMILES | PRMT1 FP inh | rCAG binder | LEDGF integ inh | UHRF1 binding | ABHD4 inh | MBD2 DNA inh | HTRA1 inhibitor | PG9 Ab binder | TCR CD3 inh | NR1D1 modulator
Cc1cc(C(=O)N2CCCc3ccccc32)no1 | -1.0 | -2.4 | -3.0 | -5.2 | 2.6 | -8.9 | 9.9 | 1.6 | 8.1 | -6.5
O=S(=O)(c1cnc(Cl)c(Br)c1)N1CCc2ccccc21 | -0.1 | 1.9 | 3.5 | -0.9 | -3.9 | -2.2 | -12.5 | -2.1 | 6.1 | 0.6
CCOC(=O)N1CCC(NC(=O)CCS(=O)(=O)c2ccc3c(c2)CCN3C(C)=O)CC1 | -4.2 | -3.1 | -0.3 | -2.6 | -3.0 | 4.1 | 1.8 | 1.2 | 6.5 | 0.0
COc1cccc(C=Nc2ccc3c(c2)CCC3)c1O | -2.0 | 3.5 | -0.2 | -0.9 | 8.2 | -3.3 | 0.1 | -3.2 | 5.9 | -2.3
CC(=O)Nc1ccc(C=NNC(=O)C2CC2)cc1 | -1.5 | -0.1 | 0.5 | -3.2 | 1.1 | 0.0 | -3.6 | -1.5 | -0.3 | 1.1
CCN(CC)C(=O)C1CCCN(Cc2ccc3c(c2)OCO3)C1 (configuration not stated) | 4.0 | 1.8 | -3.0 | 0.1 | 8.4 | 2.3 | 1.8 | 0.3 | 5.4 | -0.9
COCCn1c(=NC(=O)c2ccccc2[N+](=O)[O-])sc2cc(S(C)(=O)=O)ccc21 | 2.4 | 9.1 | 1.0 | 2.5 | -6.9 | 6.2 | -1.6 | 0.5 | -4.9 | 3.1
Oc1ccc(-c2nc3ncccn3c2Nc2ccc3c(c2)OCCO3)cc1 | -0.3 | 7.1 | 0.4 | -0.7 | 0.5 | -1.3 | -1.2 | -3.1 | 5.3 | -3.0
COC(=O)c1ccc2nc(-c3cccc(Br)c3)c(Cc3ccccc3)n2c1 | -2.5 | 7.5 | 0.9 | 10.4 | -4.4 | -3.2 | nt | -0.3 | 0.9 | 9.0
COc1cc2nc(=S)n3[nH]c(CCn4c(C)nc5ccccc54)nc3c2cc1OC | 3.1 | 7.5 | -3.7 | -3.9 | -7.3 | -2.8 | -5.8 | -0.7 | -4.0 | 4.4

Filtered by structure: the entries above containing a carbonyl joined to an NH by a bond outside any ring (2)
SMILES | PRMT1 FP inh | rCAG binder | LEDGF integ inh | UHRF1 binding | ABHD4 inh | MBD2 DNA inh | HTRA1 inhibitor | PG9 Ab binder | TCR CD3 inh | NR1D1 modulator
CCOC(=O)N1CCC(NC(=O)CCS(=O)(=O)c2ccc3c(c2)CCN3C(C)=O)CC1 | -4.2 | -3.1 | -0.3 | -2.6 | -3.0 | 4.1 | 1.8 | 1.2 | 6.5 | 0.0
CC(=O)Nc1ccc(C=NNC(=O)C2CC2)cc1 | -1.5 | -0.1 | 0.5 | -3.2 | 1.1 | 0.0 | -3.6 | -1.5 | -0.3 | 1.1

Other compounds.
SMILES | PRMT1 FP inh | rCAG binder | LEDGF integ inh | UHRF1 binding | ABHD4 inh | MBD2 DNA inh | HTRA1 inhibitor | PG9 Ab binder | TCR CD3 inh | NR1D1 modulator
CN(C)CCCC(=O)c1ccc2c(c1)OCO2 | -1.3 | 0.3 | -0.9 | 1.2 | 1.6 | 4.2 | 0.0 | -1.3 | 5.6 | 0.9
Cc1ccc(Cc2c(-c3ccc(F)cc3)nc3ccc(Cl)cn23)cc1 | 3.0 | 13.8 | 10.3 | -1.3 | -3.4 | -4.6 | -34.4 | -3.2 | 5.6 | -6.8
CCCCN(C(=O)Cn1nnc2ccccc21)C(C(=O)NCc1ccco1)c1ccncc1 (configuration not stated) | -1.9 | -5.4 | -0.6 | -1.6 | 3.2 | 1.0 | -7.4 | 0.7 | -0.6 | -4.6
Cc1ccc(S(=O)(=O)Nc2nc(C)cc(N/N=C/c3ccc(O)cc3)n2)cc1 | 3.7 | 4.4 | -1.1 | -2.2 | -0.7 | 3.2 | -1.9 | -1.2 | -1.7 | 0.2
CN(C)c1ccc(CN2CCCCCC2)cc1 | -0.2 | 6.2 | -0.7 | 4.0 | 5.0 | -1.8 | -0.1 | -1.3 | -1.7 | -0.7
CC(C)C[C@H]1CN=C(Nc2ccccc2)N1CCC1CCCC1 | -1.6 | 7.1 | -0.1 | 1.2 | 3.5 | -4.5 | -3.3 | 0.8 | -5.6 | -5.4
O=C(OCc1ccc(Cl)c(Cl)c1)c1cccnc1Cl | -0.4 | -5.3 | 4.7 | -1.1 | -4.1 | -1.8 | -8.7 | -0.7 | 7.9 | -0.7
CCn1cc([N+](=O)[O-])c(C(=O)N2CCCc3ccccc32)n1 | -3.2 | -1.2 | 0.7 | -0.9 | -0.8 | -0.5 | 6.3 | 1.3 | 5.8 | -1.2
CCN(c1ccccc1)S(=O)(=O)c1cc(C(=O)Nc2ccc(F)c(F)c2)ccc1F | 1.9 | 4.2 | 2.4 | 0.5 | -84.5 | -1.3 | -74.2 | -3.2 | 8.2 | 2.4
CN(C)c1ccc(C(=O)C(=O)N2CCN(c3ccccc3)CC2)cc1 | -2.6 | 2.8 | 0.7 | -0.4 | 3.7 | -4.3 | nt | 1.0 | -1.2 | 3.4
Cc1ccc(-n2ncc3c2CC(C)(C)CC3NC(=O)c2ccccn2)cc1 (configuration not stated) | -2.0 | -8.5 | 0.9 | -4.5 | -3.1 | -2.8 | -16.7 | -1.1 | 7.5 | -6.8
CCn1nnc(-c2ccccc2NC(=O)c2cccc(-n3cnnn3)c2)n1 | 1.2 | 1.1 | 1.2 | 9.7 | 7.9 | 0.7 | -0.5 | -0.8 | 6.0 | 11.2
CCC1CCc2c(sc(NC(=O)C3c4ccccc4Oc4ccccc43)c2C(N)=O)C1 (configuration not stated) | -2.8 | 7.7 | -1.5 | 1.5 | -10.2 | -0.7 | -50.3 | 1.1 | 5.8 | 6.9
CCNC(=O)C1(C)CCCN(C(=O)c2nc(C)oc2C)C1 (configuration not stated) | -1.1 | 1.5 | -0.5 | -1.1 | 7.4 | 3.5 | nt | -1.0 | -6.5 | -2.8
CCN(C(=O)CSc1nnc(-c2ccc(F)cc2)n1C)C1CCS(=O)(=O)C1 (configuration not stated) | 0.0 | 3.8 | 2.7 | -1.4 | -0.7 | -6.6 | 1.4 | 0.9 | 3.9 | -5.6
CN1CCN(c2ccccc2NC(=O)c2cccc([N+](=O)[O-])c2)CC1 | -7.1 | -2.7 | 5.3 | -0.9 | 2.4 | -3.4 | 0.5 | -0.2 | 4.5 | 2.5
CCN1CCN(C(CCc2ccccc2)C(=O)NC2CCCCC2)CC1 (configuration not stated) | -2.4 | -1.9 | -1.2 | -1.3 | -3.8 | -2.4 | nt | -0.4 | -0.1 | -7.3
CC(=O)O/N=C/c1c(Cl)n(C)c2ccccc12 | -1.0 | -0.5 | 0.6 | -3.0 | -4.1 | 1.3 | -6.1 | 0.7 | -5.3 | 2.5
CCCCCCn1c(=O)n2n(c1=O)C[C@]1(OC(=O)Nc3c(C)noc3C)CN(S(=O)(=O)c3ccc(C)cc3)C[C@]1(O)C2 | -1.8 | -0.8 | -0.8 | -1.0 | -0.5 | -2.2 | -8.8 | -0.3 | -2.1 | -3.1
CCC(CC)C(=O)Nc1cccc(C(=O)N2CCCCCC2)c1 | -1.6 | -8.0 | 0.2 | -1.2 | -0.8 | -4.9 | -0.7 | 2.2 | 0.8 | -2.2
Cc1cc(C(=O)CSc2nnnn2-c2ccccc2)c(C)n1CC1CCCO1 (configuration not stated) | -2.3 | 0.1 | -0.6 | -1.8 | 1.3 | -0.8 | -1.2 | 0.9 | 2.6 | 5.6
C=CCn1c(SCC(=O)Nc2cc(C)ccc2C)nnc1-c1cnccn1 | -1.8 | -2.5 | -1.2 | -1.4 | -0.3 | -1.5 | -2.6 | -0.5 | -1.8 | -0.9
NC(=O)c1ccc(NCC2COc3ccccc3O2)c([N+](=O)[O-])c1 (configuration not stated) | 2.6 | 3.4 | -0.9 | -4.3 | 5.2 | -0.2 | 1.3 | -1.6 | 3.4 | 3.8
COc1ccccc1COCC(O)CN(Cc1ccco1)Cc1ccccc1O (configuration not stated) | -1.3 | -6.9 | -0.9 | 25.3* | 0.0 | 0.7 | -11.0 | -0.9 | 2.7 | -3.5
Cc1cc(=O)oc2c3c(cc(OCC(=O)NCc4ccco4)c12)OC(C)(C)CC3 | -1.0 | -2.8 | -0.5 | -1.4 | -1.0 | -3.5 | -7.2 | 0.3 | 7.8 | -6.4
CC(=O)c1ccc(NC(=O)COC(=O)CCC2CCCC2)cc1 | -3.6 | 0.2 | 1.6 | -2.2 | 3.1 | 3.8 | -2.2 | -1.9 | 1.6 | 1.4
COc1ccc(SC2=C[C@@]3(O)CC[C@@H](O)[C@@](Sc4ccc(OC)cc4)(C2=O)[C@H]3O)cc1 | 12.8 | 7.0 | 1.8 | 0.1 | 6.0 | 0.7 | nt | -2.2 | 6.7 | 9.2
COc1ccc(-c2noc(C3CCCN(C(=O)c4ccccc4C)C3)n2)cc1 (configuration not stated) | -0.5 | -4.8 | -1.9 | 1.2 | -0.8 | 1.6 | -6.3 | -0.1 | 7.0 | -2.7
COc1ccc(OCCC(=O)OCc2c(C)noc2C)cc1 | -0.3 | -0.7 | -0.5 | -0.9 | 1.7 | 1.0 | 8.5 | -0.8 | 1.7 | 4.1
COc1ccccc1C1=CC(=O)C[C@H](c2ccc(Cl)cc2)C1 | 1.1 | -1.5 | 0.7 | 0.5 | -8.6 | 5.4 | -37.5 | 0.6 | -4.0 | 0.9
COCCC1CCCCN1C(=O)c1ccc(OC2CCN(C(C)=O)CC2)c(OC)c1 (configuration not stated) | 1.6 | -7.5 | -2.1 | -1.2 | 1.0 | -0.6 | -3.1 | -1.5 | -1.1 | 2.7
O=C(O)CCn1c(=O)[nH]c2ccccc2c1=O | -4.1 | 0.6 | -3.1 | -0.4 | 3.9 | -2.2 | -2.5 | -0.5 | 3.0 | -4.0
N#CCC(=O)Nc1ccc(C(=O)OCC(=O)NNC(=O)c2cccs2)cc1 | -2.7 | 16.5 | -2.0 | 0.6 | -14.9 | -0.2 | -5.7 | -1.2 | 0.0 | -9.6
CNC(=S)N(C)c1ccccc1 | -4.2 | 0.0 | 2.5 | 2.9 | 2.7 | -2.9 | 3.9 | 0.1 | 8.6 | 6.8
CS(=O)(=O)N(CC(=O)N/N=C/c1cc([N+](=O)[O-])ccc1Cl)c1ccccc1 | -2.3 | -2.8 | 2.2 | -0.6 | 6.2 | 6.5 | -4.6 | 0.2 | 1.0 | 0.1
Cc1ccc(C)c(S(=O)(=O)N/N=C/c2ccc(N(C)C)cc2)c1 | 0.0 | 6.8 | 8.0 | 1.7 | 6.3 | -0.5 | -3.6 | -3.5 | -0.3 | -0.8
CC1CCCCN1C(=O)C1CCCCN1S(=O)(=O)c1cccc([N+](=O)[O-])c1 (configuration not stated) | -1.1 | -6.1 | 3.7 | -2.9 | 1.7 | -1.6 | 0.2 | -0.2 | 5.0 | 5.0
COC(=O)/C=C/CSC1=N/C(=C/c2ccc(-n3cncn3)cc2)C(=O)N1 | 1.7 | -4.8 | -3.8 | -2.1 | 0.7 | -2.9 | 0.1 | -6.2 | 2.7 | 1.3
Nc1ncnc2c1ncn2[C@@H]1O[C@H](CNC(=O)[C@H](N)Cc2cscn2)[C@@H](O)[C@H]1O | 3.7 | -0.4 | 5.4 | 4.0 | -7.5 | 6.7 | 4.9 | -0.6 | 2.9 | -0.5
Cc1ccc(C(=O)CN(C(=O)c2ccc(Cl)cc2)N2C(=O)c3ccccc3C2=O)cc1 | -0.6 | 2.0 | -2.4 | -1.5 | 3.0 | 2.1 | 2.4 | 1.0 | 7.6 | -0.6

High-throughput results from PubChem.
